Mtb UGM inh: inhibitors of M. tuberculosis UDP-galactopyranose mutase | inhibition, % at 10 µM | P9WIQ1 | purified UGM, fluorescence polarization probe displacement | 320,000 compounds, 0.06% hits; in the data active = inhibition above about 10%, passing the limit was not always enough
MazEF act: increases E. coli MazEF RNase cleavage of RNA; activation, % at 20 µM; FAM/BHQ RNA-DNA oligo cleavage fluorescence, 5 h; 350,000 compounds, 0.32% hits; P0AE70; in the data active = activation above about 50%
Target sequence (P0AE70 whole entry, looked up): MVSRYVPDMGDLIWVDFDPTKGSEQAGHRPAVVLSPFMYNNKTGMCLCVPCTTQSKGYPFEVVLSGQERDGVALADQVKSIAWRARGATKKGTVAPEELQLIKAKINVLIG
BoNT-F LC inh: inhibitors of Botulinum neurotoxin F light chain protease. Multiplex microsphere protease cleavage assay, flow cytometry. 360,000 compounds, 0.22% hits. inhibition, % at 10 µM; in the data active = inhibition above about 35%, passing the limit was not always enough; note: plate controls were buffer without enzyme for full effect and enzyme alone for no effect
Rv3671c inh: Rv3671c (M. tuberculosis) protease inhibition; inhibition, % at 5.96 µM; 320,000 compounds, 0.048% hits; AID 2606; in the data active = inhibition above about 38%;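 note: extracellular domain of Rv3671c used as enzyme; 0% = enzyme with DMSO and 100% = no enzyme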
Target sequence (P9WHR9 whole entry, looked up, the tested form may be a part): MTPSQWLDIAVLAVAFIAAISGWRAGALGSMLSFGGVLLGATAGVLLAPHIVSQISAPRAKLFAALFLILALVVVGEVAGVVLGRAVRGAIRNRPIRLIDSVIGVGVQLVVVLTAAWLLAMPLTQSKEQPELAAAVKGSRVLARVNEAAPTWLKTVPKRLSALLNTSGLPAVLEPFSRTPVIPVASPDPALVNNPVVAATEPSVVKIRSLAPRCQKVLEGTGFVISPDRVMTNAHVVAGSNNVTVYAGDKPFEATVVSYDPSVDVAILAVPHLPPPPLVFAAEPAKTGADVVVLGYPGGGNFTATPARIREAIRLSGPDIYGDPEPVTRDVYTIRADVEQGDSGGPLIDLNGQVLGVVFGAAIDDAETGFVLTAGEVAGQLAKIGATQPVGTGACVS
GDH-TPI counter: inhibits GDH-TPI coupling enzymes, artifact for Mtb FBA screen; inhibition, % at 4.8 µM; 360,000 compounds, 1.2% hits; GDH-TPI coupled enzyme counterscreen, NADH absorbance;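 note: 0% = DMSO wells and 100% = wells lacking the enzyme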
DUSP3 inh: blocks human VHR1 dual specificity phosphatase; 290,000 compounds, 0.52% hits; P51452; AID 1654; inhibition, % at 13.3 µM; recombinant VHR phosphatase, pNPP absorbance; in the data active = inhibition above about 50%; note: some compounds called inactive have numbers as strong as hits
Target sequence (P51452 whole entry, looked up): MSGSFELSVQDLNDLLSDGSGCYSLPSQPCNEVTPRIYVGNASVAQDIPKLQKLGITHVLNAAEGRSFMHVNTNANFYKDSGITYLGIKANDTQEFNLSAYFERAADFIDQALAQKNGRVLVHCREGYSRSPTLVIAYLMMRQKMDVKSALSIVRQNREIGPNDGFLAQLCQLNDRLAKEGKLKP
BioA inh: BioA (M. tuberculosis) enzyme inhibition | purified M. tuberculosis BioA enzyme, plate reader | inhibition, % at 9.99 µM | 360,000 compounds, 0.096% hits | AID 602481; in the data active = inhibition above about 40%
FBA Mtb inh: Mtb fructose-bisphosphate aldolase inhibition | AID 588726 | 360,000 compounds, 2.3% hits | inhibition, % at 1 µM | P9WQA3 | purified M. tuberculosis FBA, fluorescence read-out; in the data active = inhibition above about 27%;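 note: 0% = vehicle and 100% = reference inhibitor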
Target sequence (P9WQA3 whole entry, looked up): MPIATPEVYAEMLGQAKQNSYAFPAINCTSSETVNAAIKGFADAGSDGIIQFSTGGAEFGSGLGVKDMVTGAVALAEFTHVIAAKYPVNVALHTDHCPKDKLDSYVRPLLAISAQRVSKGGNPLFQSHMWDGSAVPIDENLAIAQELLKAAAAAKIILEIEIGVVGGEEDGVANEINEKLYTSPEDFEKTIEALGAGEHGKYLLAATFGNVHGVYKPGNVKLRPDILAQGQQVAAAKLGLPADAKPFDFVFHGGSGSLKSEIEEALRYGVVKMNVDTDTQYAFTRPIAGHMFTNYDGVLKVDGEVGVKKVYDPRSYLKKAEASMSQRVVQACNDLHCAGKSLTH
CCHFV vOTU inh: CCHFV vOTU protease inhibition; Pep-AMC fluorescence; inhibition, % at 11.5 µM; 370,000 compounds, 0.55% hits; note: 0% = vehicle wells with enzyme and 100% = no enzyme wells
FadD28 FP inh: blocks FadD28 binding to the bisubstrate probe. fluorescence polarization. inhibition, % at 12.5 µM. 360,000 compounds, 0.22% hits; in the data active = inhibition above about 8.5%, passing the limit was not always enough
Active calls of the source: *; nt = not tested or not shown. Cut-off read from the data, not from the text of the source, unless noted: active = inhibition above about 30%; inactive = the rest.

SMILES | Mtb UGM inh | MazEF act | BoNT-F LC inh | Rv3671c inh | GDH-TPI counter | DUSP3 inh | BioA inh | FBA Mtb inh | CCHFV vOTU inh | FadD28 FP inh
CN1CCN(CC(O)Cn2c3ccccc3c3ccccc32)CC1 (stereo not given) | 2.4 | 3 | 1 | 9 | 0 | 15 | -1.1 | 4 | 0 | -1.6
CC(C)C1N=C2c3ccccc3N=C(SCC(=O)NCCc3ccc(S(N)(=O)=O)cc3)N2C1=O (stereo not given) | -0.9 | 0 | 8 | -6 | 8 | 17 | 8.3 | 15 | -7 | 0.3
COc1cc(-c2nnc(SCC(=O)NC3CCCC3)n2C)cc(OC)c1O | -1.7 | 8 | -36 | -9 | 5 | -29 | 2.3 | -1 | 15 | -1.8
O=C(c1cc2ccccn2n1)N1CCN(Cc2ccccc2)CC1 | -1.5 | 0 | -5 | 2 | 7 | 25 | -0.6 | 5 | 2 | 0.2
O=C(CNC(=O)c1ccc(Br)o1)OCC(=O)c1cccc([N+](=O)[O-])c1 | -0.6 | 4 | 1 | -3 | -4 | 14 | nt | -1 | 1 | -4.8
CC(=O)Nc1ccc(/C=C2\CCc3ccccc3C2=O)cc1 | 0.0 | -1 | -1 | -10 | 10 | 14 | 0.7 | 1 | -5 | -0.6
Cc1cc(OCC(=O)Nc2ccc(S(=O)(=O)N3CCN(C)CC3)cc2)ccc1Cl | -3.1 | 4 | -58 | -2 | 1 | -26 | 3.5 | 141* | -2 | -2.3
CC1CCN(C(=O)c2ccc(CS(=O)(=O)Cc3ccccc3)cc2)CC1 | -11 | 8 | -4 | 1 | -9 | 6 | 0.5 | -2 | -1 | 0.2
O=C(Cc1cccs1)N1CCC(c2nc3c(nnn3Cc3ccccc3)c(=O)[nH]2)CC1 | -1.9 | 3 | -4 | -2 | -7 | -1 | 16 | -1 | -3 | -4.1
Cc1ccc(S(=O)(=O)Nc2nc(C)cc(-n3nc(C)cc3C)n2)cc1 | 0.1 | -8 | 3 | 10 | 3 | 28 | 0.0 | 3 | 12 | -0.7
COc1ccc(CCNC(=O)CSc2nc3ccsc3c(=O)n2CC2CCC(C(=O)O)CC2)cc1OC (stereo not given) | 1.7 | 4 | -4 | -4 | 1 | 15 | -0.9 | 3 | 7 | -1.8
O=C(CCSc1ccccc1)Nc1nccs1 | 0.2 | -3 | -2 | 4 | 1 | 34 | nt | 2 | -1 | -0.1
CCN(CC)C(=O)Cn1cc(S(=O)(=O)Cc2cccc([N+](=O)[O-])c2)c2ccccc21 | -2.2 | 0 | 6 | 2 | 7 | 0 | -2.1 | 0 | -11 | -2.8
COc1cc(NC(=O)CN2C(=O)COc3ccc(S(=O)(=O)N4CCOCC4)cc32)cc(OC)c1 | -4.2 | 2 | 1 | 7 | 4 | -4 | 0.8 | -1 | 7 | -5.7
COC(=O)c1c(SCc2ccc(C#N)cc2)nc(=O)[nH]c1C | 0.9 | -1 | -5 | -1 | 4 | 14 | nt | 2 | 6 | -3.6
O=S(=O)(CCN1C=CC(C(F)(F)F)=NCC1)c1ccc(Cl)cc1Cl | 0.5 | -3 | nt | 10 | 20 | 24 | -0.2 | 0 | -11 | -2.3
CN(C)C(CNc1ccc(S(C)(=O)=O)cc1[N+](=O)[O-])Cc1ccccc1 (stereo not given) | -1.0 | -1 | 0 | -2 | -1 | 56* | 2.3 | -1 | 8 | nt
CCOC(=O)N1CCN(C(=O)C2CCN(S(C)(=O)=O)CC2)CC1 | 0.2 | 9 | 8 | 4 | -10 | 11 | 1.5 | 0 | -17 | -2.6
CC(OC(=O)c1cn(-c2ccccc2)nc1-c1cccnc1)C(N)=O (stereo not given) | -4.6 | -3 | 2 | 4 | -5 | -29 | nt | 3 | -3 | -0.7
CC(C)OCCCNC(=S)Nc1ccc2nc3n(c(=O)c2c1)CCCCC3 | 1.0 | 10 | -1 | -4 | 11 | 19 | nt | 1 | 3 | 0.4
C=CCc1cccc(C=Nc2cc(Br)ccc2O)c1O | -0.4 | -16 | 2 | 9 | -7 | 39 | 1.0 | -2 | 7 | -0.7
CCN(CC)S(=O)(=O)c1ccc2c(c1)c(=O)c(C(=O)NCc1ccco1)cn2C | 12* | 2 | 2 | -3 | 2 | 11 | nt | -1 | 4 | -2.9
CCCCn1c(N)c(N(CC)C(=O)c2ccc([N+](=O)[O-])c(C)c2)c(=O)[nH]c1=O | -2.0 | -1 | 2 | -7 | 4 | -3 | -1.1 | 3 | 0 | -1.2
Cc1nc([N+](=O)[O-])c(C(=O)OCc2ccc(C#N)cc2)n1C | 0.5 | 20 | -2 | 5 | 1 | -6 | nt | 2 | 5 | -0.3
CC(=O)c1cccc(Nc2ccc(C#N)cc2)c1 | nt | nt | 5 | nt | nt | nt | 3.7 | 1 | 18 | -3.0
Cc1cccc(NC(=O)C(C)SCc2ccccc2)c1 (stereo not given) | 2.3 | 2 | -3 | 7 | -8 | 8 | 1.8 | -2 | -2 | -3.7
N#Cc1ccc(CN2Cc3ccccc3-n3nncc3C2)cc1 | nt | 8 | -2 | nt | 10 | nt | 0.0 | 8 | 11 | -1.6
CCC1CCCCN1C(=O)COC(=O)CN(C)S(=O)(=O)c1ccc(NC(C)=O)cc1 (stereo not given) | -0.2 | 8 | -5 | 4 | -2 | nt | nt | -2 | -8 | -0.2
CC(=O)NC1C(=O)N(Cc2ccccc2)c2ccc(Br)cc21 (stereo not given) | 0.7 | 3 | 1 | -12 | -3 | 5 | nt | 5 | 3 | -1.4
CCC(=O)NNc1ncnc2c1cnn2-c1ccccc1 | -2.4 | -24 | -7 | 9 | 1 | 8 | -1.2 | 0 | -4 | -2.7
COc1ccc2[nH]c(=O)c(CN(CCc3ccccc3)Cc3nnnn3CC3CCCO3)cc2c1 (stereo not given) | 0.5 | -12 | 6 | -22 | 4 | 8 | -1.6 | 13 | -14 | -4.2
COc1ccc(C(=O)c2sc(Nc3cccc(OC)c3)c(C(=O)Nc3cccc(C)c3C)c2N)cc1 | -1.3 | 4 | 2 | -2 | 20 | 5 | -0.9 | 0 | 9 | -1.8
COC(=O)C(Cc1ccccc1)OS(N)(=O)=O (stereo not given) | -0.7 | -11 | -2 | 3 | 11 | -18 | -0.9 | -1 | -15 | 1.2
Cc1cc(C)c2c(CN(C)Cc3ccccc3)cc(=O)oc2c1 | nt | nt | 0 | nt | nt | nt | -0.6 | 1 | -1 | -4.5
O=C(Nc1nc2ccccc2n1CCN1CCCC1)c1ccc(Cl)cc1 | -0.2 | 0 | 15 | 2 | 27 | 15 | -1.2 | 7 | 7 | 0.4
CCOC(=O)C1CCN(c2nc3ccccc3n2CC(=O)c2ccccc2)CC1 | 0.0 | -8 | -4 | 3 | -2 | 12 | nt | -3 | -1 | -3.5
COc1ccc(NC(=O)C2(C)CCN2C(=O)Cc2ccc(Cl)cc2Cl)cc1OC (stereo not given) | nt | nt | 2 | nt | -3 | nt | 0.4 | -1 | 17 | -4.3
Cc1ccc(-c2cc(N)n(-c3ccc(F)cc3)n2)cc1 | 1.3 | 6 | -3 | 1 | 1 | 1 | nt | -1 | 8 | -0.3
O=C(NCc1cccnc1)Nc1ccc(Cl)c(Cl)c1 | -1.4 | 4 | -2 | 6 | 3 | 0 | 6.8 | 2 | 16 | -7.5
CCCCCCNc1c([N+](=O)[O-])cc(C)cc1[N+](=O)[O-] | -0.3 | -19 | -5 | 5 | 3 | nt | -1.0 | 1 | -5 | -0.4
Cc1ccc(NC(=O)CSc2nnc(-c3ccncc3)o2)cc1 | -0.2 | 0 | 8 | -5 | 16 | 4 | -4.4 | -2 | -10 | 1.1
COc1cccc2c(=O)c(SC(F)(F)C(F)C(F)(F)F)c(C)[nH]c12 (stereo not given) | -0.9 | 13 | -9 | 2 | 14 | 26 | -0.6 | 35* | -12 | -5.2
CCN1C(=O)[C@H]2[C@@H](c3ccc(-c4cccc(Cl)c4)cc3)N[C@@](C)(C(=O)OC)[C@H]2C1=O | -0.6 | 2 | -4 | -8 | -11 | nt | 0.1 | 2 | 13 | -8.0
CCN(c1ccccc1)S(=O)(=O)c1ccc2c(c1)N(C(C)=O)CCS2 | -2.0 | 8 | 8 | -13 | 8 | -26 | 4.4 | 1 | 13 | -0.1
CN1C(=O)[C@H]2[C@@H](/C=C/c3ccccc3)N3C(=O)CN(Cc4ccc(-c5ccccc5)cc4)C(=O)[C@@]3(Cc3ccccc3)[C@H]2C1=O | 2.5 | -2 | -2 | -2 | 4 | -10 | -2.2 | -1 | -1 | -2.4
O=C1C2C3C=CC(C3)C2C(=O)N1/N=C/c1cn(Cc2ccccc2)c2ccccc12 (stereo not given) | -1.1 | -6 | -4 | -17 | 11 | 8 | -0.6 | 1 | 4 | 0.1
COc1cc(OC)c(C(=O)OCC(=O)N(Cc2ccccc2)C(C)(C)C)cc1OC | -0.3 | 5 | 1 | -7 | -6 | 9 | nt | 0 | -1 | -3.7
COc1ccc(-c2nnn(CC(=O)N3CCN(c4ccccc4OC)CC3)n2)cc1 | 2.0 | 2 | 12 | 1 | -8 | 18 | -0.1 | -3 | 2 | 0.2
O=C(NCc1ccccc1)c1ccc(N2C(=O)C3CCCCC3C2=O)cc1 (stereo not given) | 0.9 | 11 | 0 | -3 | 8 | -7 | nt | 1 | 7 | -1.0
N#C/C(=C\c1ccc2c(c1)OCO2)C(N)=S | 0.5 | 1 | 5 | 4 | 9 | 32 | 0.3 | 3 | -6 | -4.7
C=CCn1c(COc2ccc(F)cc2)nnc1SCC(=O)NC1CCS(=O)(=O)C1 (stereo not given) | -0.1 | 2 | 12 | -1 | 8 | nt | nt | 6 | 0 | -1.7
Cc1cc(CN(C)C(=O)c2cc(COc3ccc(C)c(C)c3)on2)n[nH]1 | 3.0 | -5 | -1 | -5 | -5 | -3 | 2.8 | 2 | 11 | 1.2
Cc1ccc(CNC(=O)CN2CCN(Cc3ccc(C)cc3)C2=O)cc1 | -2.8 | 0 | -4 | 5 | 4 | 26 | -1.1 | -3 | 16 | 0.9
O=C(CCc1ccccc1Cl)N1CCN(S(=O)(=O)c2ccccc2)CC1 | -0.5 | 5 | -3 | -5 | -2 | nt | 0.2 | -2 | 22 | nt
Cc1onc(C(=O)NCc2ccc(F)cc2)c1[N+](=O)[O-] | -1.7 | 1 | -1 | 0 | -4 | 12 | nt | -8 | -5 | -4.2
Nc1nnc(-c2ccccc2F)s1 | 2.8 | -4 | -4 | 0 | 4 | -7 | nt | 18 | -4 | -2.6
O=C(c1[nH]c(C(F)(F)F)nc1-c1ccccc1)N1CCN(c2ccncc2)CC1 | nt | nt | 6 | nt | nt | nt | -1.1 | 1 | -4 | -0.9

By substructure: the entries above containing fluorine.
SMILES | Mtb UGM inh | MazEF act | BoNT-F LC inh | Rv3671c inh | GDH-TPI counter | DUSP3 inh | BioA inh | FBA Mtb inh | CCHFV vOTU inh | FadD28 FP inh
O=S(=O)(CCN1C=CC(C(F)(F)F)=NCC1)c1ccc(Cl)cc1Cl | 0.5 | -3 | nt | 10 | 20 | 24 | -0.2 | 0 | -11 | -2.3
Cc1ccc(-c2cc(N)n(-c3ccc(F)cc3)n2)cc1 | 1.3 | 6 | -3 | 1 | 1 | 1 | nt | -1 | 8 | -0.3
COc1cccc2c(=O)c(SC(F)(F)C(F)C(F)(F)F)c(C)[nH]c12 (stereo not given) | -0.9 | 13 | -9 | 2 | 14 | 26 | -0.6 | 35* | -12 | -5.2
C=CCn1c(COc2ccc(F)cc2)nnc1SCC(=O)NC1CCS(=O)(=O)C1 (stereo not given) | -0.1 | 2 | 12 | -1 | 8 | nt | nt | 6 | 0 | -1.7
Cc1onc(C(=O)NCc2ccc(F)cc2)c1[N+](=O)[O-] | -1.7 | 1 | -1 | 0 | -4 | 12 | nt | -8 | -5 | -4.2
Nc1nnc(-c2ccccc2F)s1 | 2.8 | -4 | -4 | 0 | 4 | -7 | nt | 18 | -4 | -2.6
O=C(c1[nH]c(C(F)(F)F)nc1-c1ccccc1)N1CCN(c2ccncc2)CC1 | nt | nt | 6 | nt | nt | nt | -1.1 | 1 | -4 | -0.9
